Assay outcomes from PubChem BioAssay.
PP1 counter: PP1-alpha (human) inhibition in PP5 counter-screen; P62136; purified PP1alpha, OMFP fluorescence; inhibition, % at 6.7 µM; actives 0.9% (n = 320,000);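 active = inhibition above the mean inhibition of all tested compounds plus 3 SD, computed separately for each screening campaign, cut at about 15% in these data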
proCasp3 act: activates human procaspase-3; recombinant procaspase-3 D3A, Ac-DEVD-pNA absorbance 405 nm; activation, % at 8.5 µM; actives 0.11% (n = 330,000);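 active = activation above the mean of all tested compounds plus 3 SD, cut at about 21% in these data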;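 note: 0% = DMSO alone and 100% = DMSO wells spiked with extra 5 µM PC-3 D3A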
Target sequence (P42574 whole entry D9A/D28A/D175A): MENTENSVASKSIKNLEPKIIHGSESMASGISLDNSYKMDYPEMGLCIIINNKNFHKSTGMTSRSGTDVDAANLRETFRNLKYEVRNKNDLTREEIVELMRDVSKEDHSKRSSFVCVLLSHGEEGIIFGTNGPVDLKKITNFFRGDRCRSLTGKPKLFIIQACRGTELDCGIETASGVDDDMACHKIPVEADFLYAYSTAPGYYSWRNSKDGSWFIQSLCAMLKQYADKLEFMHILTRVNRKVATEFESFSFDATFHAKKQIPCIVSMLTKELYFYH
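Technique: 405 nm absorbance of p-nitroaniline, reads at 0 and 120 min; Test system: Procaspase-3 D3A mutant; Incubation: 1 h enzyme-compound preincubation, then 2 h substrate reaction, 25 °C; Repeats: singlicate, each compound tested once; Benchmarks: low control DMSO wells, high control DMSO plus 5 µM PC-3 D3A.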
GASC-1 inh: inhibitors of human GASC-1 (JMJD2C) demethylase; Q9H3R0; GST-JMJD2C(1-420) H3K9me3 demethylation, DELFIA europium; actives 0.069% (n = 330,000); inhibition, % at 2.35 µM;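 active = more than half of a compound's replicate wells show inhibition beyond 50%, single wells judged on their own value; inconclusive = some, but no more than half, of replicates pass 50% inhibition; inactive = no replicate passes 50% inhibition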;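 note: signal counts dimethyl H3K9 product captured on neutravidin plate; 0% = median of DMSO wells and 100% = 0.3 times that DMSO median; strong numbers were not always called active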
Target sequence (Q9H3R0 1-420 limits assumed): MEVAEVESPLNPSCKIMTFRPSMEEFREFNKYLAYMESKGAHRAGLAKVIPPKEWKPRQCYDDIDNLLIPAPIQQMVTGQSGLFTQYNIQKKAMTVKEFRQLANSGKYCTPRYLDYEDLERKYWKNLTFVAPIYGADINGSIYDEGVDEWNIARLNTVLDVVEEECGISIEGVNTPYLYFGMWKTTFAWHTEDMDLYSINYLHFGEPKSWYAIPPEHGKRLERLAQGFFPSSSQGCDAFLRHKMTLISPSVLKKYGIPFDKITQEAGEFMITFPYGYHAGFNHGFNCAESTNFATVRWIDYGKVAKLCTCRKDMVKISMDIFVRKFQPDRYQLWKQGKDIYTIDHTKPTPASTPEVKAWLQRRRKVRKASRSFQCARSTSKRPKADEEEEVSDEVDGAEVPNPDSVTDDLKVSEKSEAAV
Fh CTSL1 inh: cathepsin L1 inhibition, PFM18AAP counter-screen. AID 1906. inhibition, % at 5.96 µM. recombinant F. hepatica cathepsin L1, Z-Leu-Arg-MCA fluorescence. actives 0.49% (n = 300,000);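 active = inhibition above the mean of all tested compounds plus 3 SD, set per screening campaign, cut at about 17% in these data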;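 note: 0% = plate median of test compound wells and 100% = 1 µM Z-Phe-Ala-diazomethylketone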
proCasp7 act: counter-screen for procaspase-3 activators: activators of human procaspase-7; P55210; recombinant procaspase-7, Ac-DEVD-pNA absorbance 405 nm; D23A/D198A/D206A triple mutant, cannot self-cleave; scale: DMSO 0, 5 µM enzyme 100; AID 463210; actives 0.093% (n = 330,000); activation, % at 8.5 µM;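 active = percent activation above the screen-wide mean plus 3 SD, cut at about 25% in these data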
Target sequence (P55210 whole entry D23A/D198A/D206A): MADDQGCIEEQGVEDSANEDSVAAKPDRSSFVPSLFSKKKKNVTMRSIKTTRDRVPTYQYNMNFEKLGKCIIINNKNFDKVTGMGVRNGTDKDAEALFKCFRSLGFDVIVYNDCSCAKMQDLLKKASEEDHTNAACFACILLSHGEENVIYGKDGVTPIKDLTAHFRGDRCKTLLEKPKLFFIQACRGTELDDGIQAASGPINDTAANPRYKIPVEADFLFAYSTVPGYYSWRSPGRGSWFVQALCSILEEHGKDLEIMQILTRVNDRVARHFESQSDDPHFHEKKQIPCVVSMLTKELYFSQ
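Assay system: Uncleavable procaspase-7 mutant enzyme | Input: 2 µM procaspase-7 mutant as dispensed | Timing: 1 h compound preincubation, 2 h substrate cleavage, 25 °C | Repeats: One well per compound | Control set: DMSO wells as 0%, DMSO with 5 µM added PC-7 as 100% | Technique: Epi-absorbance of released pNA at 405 nm, two timepoints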
HCV core dimer: blocks dimerization of HCV core protein | TR-FRET GST/Flag-core106 dimerization, 1536-well | inhibition, % at 5 µM | actives 0.33% (n = 300,000) | AID 1899;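 active = inhibition above the mean of all tested compounds plus 3 SD, set per screening campaign, cut at about 45% in these data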
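Material: Tagged HCV core106 pair (GST and Flag) | Amount: GST-core106 13.5 nM, Flag-core106 17 nM | Medium: KF-containing HEPES buffer, pH 7.45, DTT, CHAPS, BSA | Reagent: Eu donor and XL665 acceptor anti-tag antibodies | Schedule: 4 h at 22.5 °C | Technique: Time-resolved FRET, ex 340 nm, em 617 and 671 nm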
Efflux pump inh: inhibitors of Candida antifungal efflux pumps expressed in yeast | S. cerevisiae Candida pump triplex, Nile Red efflux | inhibition, % at 10 µM | actives 0.44% (n = 330,000) | AID 485275;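 active = plate passing quality check with inhibition over a set limit, or well fluorescence over plate mean plus 4 SD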;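 note: Nile Red retained in pooled yeast measured as flow cytometry median fluorescence; 0% = buffer negative control and 100% = Enniatin B positive control; higher means more Nile Red kept so more efflux inhibition; some compounds called inactive have numbers as strong as hits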
PP5 primary: inhibitors of human protein phosphatase 5 (PP5); AID 1987; P53041; purified PP5c, OMFP substrate fluorescence; inhibition, % at 6.7 µM; actives 0.18% (n = 320,000);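 active = inhibition above the campaign's mean inhibition across all tested compounds plus 3 SD, cut at about 9.5% in these data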;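 note: 0% = DMSO only and 100% = 100 µM cantharidin control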
TPT1 inh: blocks Candida albicans tRNA 2'-phosphotransferase; recombinant caTPT1, FP RNA substrate dephosphorylation; inhibition, % at 5 µM; actives 0.81% (n = 300,000);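 active = inhibition above the mean of all tested compounds plus 3 SD, set per screening campaign, cut at about 24% in these data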;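 note: plate controls were DMSO alone for no effect and ferristatin control at 100 nM for full effect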
* marks the source's active call; other numbers are inactive results; u = inconclusive; x = no result given.

Each structure is followed by: PP1 counter	proCasp3 act	GASC-1 inh	Fh CTSL1 inh	proCasp7 act	HCV core dimer	Efflux pump inh	PP5 primary	TPT1 inh
[1] Cc1cccc(NC(=O)CS(=O)(=O)Cc2ccccc2)n1
  1	5	2	-1	3	-6	0.0	-2.5	1
[2] CCn1c2ccccc2c2cc(NC(=O)COC(=O)c3ccccc3Br)ccc21
  4	7	2	-5	12	11	-0.2	3.9	-3
[3] CC1C/C(=N\NC(=O)CCc2ccc(S(=O)(=O)N3CCOCC3)cc2)CC(C)(C)C1 (stereo not given)
  -1	3	-2	-3	4	-6	-0.1	0.5	0
[4] CCN(C(=O)COC(=O)CNS(=O)(=O)c1ccc2ccccc2c1)C1CCCCC1
  2	5	-5	-17	15	2	0.1	2.3	-2
[5] Cc1ccc2c(c1)c(N=NC(N)=S)c(O)n2Cc1ccccc1
  7	2	6	-1	0	8	0.0	2.8	-2
[6] Cc1cccc(C(=O)OC(C)CN2CCOCC2)c1 (stereo not given)
  -2	5	16	2	6	-3	0.0	0.9	-1
[7] CCOC(=O)c1sc(NC(C)=O)c(C(=O)OCC)c1C
  -1	7	1	3	-1	2	-0.2	1.4	-8
[8] CC(=O)Nc1ccc2c(c1)nc(CCNC(=O)c1ccccc1)n2C
  -11	3	-5	-5	10	0	0.0	-2.4	1
[9] C/C(=N\NC(=O)c1ccc(N)cc1)C1CC1
  0	5	10	1	3	-5	0.0	3.0	-3
[10] COc1ccc(-n2c(=O)c3c4c(sc3n(CC(=O)NC3CCCC3)c2=O)CCCC4)c(OC)c1
  -2	3	-3	-4	7	3	0.2	0.9	0
[11] O=C(Nc1cccc(C(F)(F)F)c1)C1CCCN(S(=O)(=O)c2cnc[nH]2)C1 (stereo not given)
  -1	4	8	1	8	-4	0.1	0.8	-3
[12] O=C(CC1SC(=NCC2CCCO2)NC1=O)Nc1cccc2ccccc12 (stereo not given)
  -1	2	-2	-2	0	-3	0.1	2.5	-1
[13] Cc1ccc(NC(=O)CC(=O)Nc2ccc(C)cc2C)c(C)c1
  -3	-3	3	2	2	6	0.0	-0.4	0
[14] Cc1cc(C)n(-c2nc3c(c(=O)[nH]c(=O)n3C)n2C(C)C)n1
  0	5	3	-3	-1	-1	0.1	0.4	-3
[15] CCOC(=O)c1[nH]c(C)c(C(=O)NCC2CCCO2)c1C (stereo not given)
  -2	1	4	2	3	-1	-0.1	1.2	-1

Structures from the list above that have a halogen:
Each structure is followed by: PP1 counter	proCasp3 act	GASC-1 inh	Fh CTSL1 inh	proCasp7 act	HCV core dimer	Efflux pump inh	PP5 primary	TPT1 inh
[2] CCn1c2ccccc2c2cc(NC(=O)COC(=O)c3ccccc3Br)ccc21
  4	7	2	-5	12	11	-0.2	3.9	-3
[11] O=C(Nc1cccc(C(F)(F)F)c1)C1CCCN(S(=O)(=O)c2cnc[nH]2)C1 (stereo not given)
  -1	4	8	1	8	-4	0.1	0.8	-3

Additional structures follow.
Each structure is followed by: PP1 counter	proCasp3 act	GASC-1 inh	Fh CTSL1 inh	proCasp7 act	HCV core dimer	Efflux pump inh	PP5 primary	TPT1 inh
[16] COc1ccc(Cl)cc1NC(=O)C(C)Sc1nncn1C (stereo not given)
  -5	4	-11	-4	6	1	-0.1	0.9	-5
[17] O=C(Nc1ncc(Cc2ccccc2)s1)c1cccs1
  7	6	-41	5	8	4	-0.1	3.3	0
[18] COc1ccc(NC(=S)N2CCC(c3ccccc3)C2)cc1 (stereo not given)
  -1	2	x	-5	-7	-3	-0.1	0.8	-3
[19] CC(=O)c1c(C)n([O-])c2cc(C)ccc2[n+]1=O
  -5	5	4	-2	4	1	0.1	-2.0	1
[20] O=C(O)CCCn1cc(NC(=O)COc2ccc(F)cc2)cn1
  -2	-1	-1	-2	-2	4	0.0	0.5	-1
[21] O=C1S/C(=C\c2ccccn2)C(=O)N1Cc1ccccc1F
  -2	-1	7	9	4	11	0.6	5.5	1
[22] O=S(=O)(c1cc(Cl)ccc1Cl)N1CC2CCCN2c2ccc(C(F)(F)F)cc21 (stereo not given)
  0	9	-7	-3	-3	5	0.0	1.6	-5
[23] CCCCOC(=O)Nc1cc(C(=O)OC)ccc1C(=O)OC
  -3	5	-7	1	-4	6	0.0	2.3	2
[24] Cc1ccc2nc(NCCC(=O)O)nc(-c3ccccc3)c2c1
  -2	4	-7	-1	5	4	-0.2	1.1	-1
[25] NC(=O)c1oc2ccccc2c1NC(=O)CN1CCCCC1
  0	-3	6	0	-1	-3	-0.2	2.3	0
[26] CN(C)c1cccc(/C=C(\C#N)c2ccccc2)c1
  4	-20	3	-3	-10	-5	0.0	1.4	1
[27] CN(C)C(CNC(=O)C1CCCN(C(=O)c2ccc(Cl)cc2)C1)c1ccco1 (stereo not given)
  -2	8	14	18*	0	0	0.1	0.1	2
[28] Cc1ccccc1C(=O)c1cccn1CC(=O)NCCCc1ccccc1
  8	7	-3	-2	3	5	0.2	-0.1	-3
[29] CCCSc1nnc(CSc2nc3ccccc3s2)n1-c1ccccc1
  6	5	8	4	7	4	0.1	3.5	-4
[30] COCCCNC(=O)c1ccc2c(=O)n(Cc3ccc4c(c3)OCO4)c(=S)[nH]c2c1
  17*	4	18	4	-2	5	-0.1	3.0	-1

#31 CC(=O)N1C(C)(C)CC(=NOC(=O)c2ccccc2)CC1(C)C
#32 Cc1ccc(CNC(=O)CS(=O)(=O)CC(=O)O)cc1
#33 COC(=O)c1ccc(/C=C/C(=O)c2cccc(OC)c2)cc1
#34 COc1ccc(C(=O)NCC(c2cccs2)N2CCc3ccccc32)cc1OC (stereo not given)
#35 CCN1C(=O)[C@@H]2[C@H](C1=O)[C@@H]1C(=O)Nc3ccccc3C(=O)N1[C@@H]2c1cccc(Cl)c1
#36 CCOc1ccc(C(=O)N2CCCC2C(=O)O)cc1 (stereo not given)

| Assay by compound | 31 | 32 | 33 | 34 | 35 | 36 |
| --- | --- | --- | --- | --- | --- | --- |
| PP1 counter | 6 | 1 | 1 | -3 | 1 | 1 |
| proCasp3 act | 5 | -2 | -5 | 2 | 3 | 12 |
| GASC-1 inh | -10 | 0 | -23 | u | -2 | 7 |
| Fh CTSL1 inh | -7 | 0 | 6 | 1 | -1 | -2 |
| proCasp7 act | 0 | -2 | 1 | 5 | -2 | 2 |
| HCV core dimer | 0 | -2 | -4 | 2 | 5 | 0 |
| Efflux pump inh | 0.3 | -0.1 | 0.0 | 0.5 | 0.0 | -0.1 |
| PP5 primary | -1.1 | -1.9 | -0.3 | 4.5 | 0.1 | -1.5 |
| TPT1 inh | 4 | -1 | 3 | -1 | -4 | 1 |

#37 COc1ccccc1CNC(=O)CN1CCC(n2cnc3cc(F)ccc32)CC1
#38 Cn1c(=O)n(CC(=O)NCC2CCCO2)c(=O)c2c3c(sc21)COC(C)(C)C3 (stereo not given)
#39 O=C(NCCc1ccccc1)C1CC(=O)N(c2ccc3c(c2)OCCO3)C1 (stereo not given)
#40 Cc1c(NC(=O)CCSCCc2ccccn2)cccc1[N+](=O)[O-]
#41 Cc1cccn2c(=O)c(C=NCCO)c(NCc3ccco3)nc12
#42 O=C(COc1ccc(F)cc1Br)NCC1COc2ccccc2O1 (stereo not given)

| Assay by compound | 37 | 38 | 39 | 40 | 41 | 42 |
| --- | --- | --- | --- | --- | --- | --- |
| PP1 counter | 5 | -2 | -3 | -2 | -6 | x |
| proCasp3 act | 9 | 4 | -1 | 0 | 2 | 0 |
| GASC-1 inh | -6 | 12 | -2 | -23 | 1 | 16 |
| Fh CTSL1 inh | 1 | 0 | -6 | 2 | 3 | x |
| proCasp7 act | -9 | 0 | -8 | -7 | 4 | 9 |
| HCV core dimer | -2 | 6 | 2 | -2 | 2 | x |
| Efflux pump inh | 0.1 | -0.1 | 0.0 | -0.1 | -0.1 | 0.0 |
| PP5 primary | 1.6 | -1.2 | 0.1 | 1.6 | -0.3 | x |
| TPT1 inh | 2 | -1 | 3 | -4 | -7 | x |

Three of these compounds in another layout.
nr	structure	PP1 counter	proCasp3 act	GASC-1 inh	Fh CTSL1 inh	proCasp7 act	HCV core dimer	Efflux pump inh	PP5 primary	TPT1 inh
37	COc1ccccc1CNC(=O)CN1CCC(n2cnc3cc(F)ccc32)CC1	5	9	-6	1	-9	-2	0.1	1.6	2
42	O=C(COc1ccc(F)cc1Br)NCC1COc2ccccc2O1 (stereo not given)	x	0	16	x	9	x	0.0	x	x
38	Cn1c(=O)n(CC(=O)NCC2CCCO2)c(=O)c2c3c(sc21)COC(C)(C)C3 (stereo not given)	-2	4	12	0	0	6	-0.1	-1.2	-1

Going on with the list.
#43 CCOC(=O)c1ccc(CSC(=N)N)o1
#44 COc1ccc(NC(=O)CSc2nc(N)c3cc4c(nc3n2)CCCC4)c(OC)c1
#45 CC(OC(=O)CCCN=C1NS(=O)(=O)c2ccccc21)C(=O)Nc1ccc(F)cc1Cl (stereo not given)
#46 O=S(=O)(Nc1ccccc1O)c1ccc(Cl)nc1
#47 Cn1cccc1/C=C1\SC(=Nc2ccccc2)NC1=O
#48 CC1CCCN(C(=O)CNC(=O)c2ccco2)C1 (stereo not given)
#49 Cc1n[nH]c(C)c1S(=O)(=O)N1CCC(C(=O)N2CCn3c2nc2ccccc23)CC1
#50 CCOC(=O)CN1NC2(CCCCC2)NC1=S

| Assay by compound | 43 | 44 | 45 | 46 | 47 | 48 | 49 | 50 |
| --- | --- | --- | --- | --- | --- | --- | --- | --- |
| PP1 counter | -2 | 2 | -4 | -1 | 2 | 1 | -3 | -5 |
| proCasp3 act | 8 | -8 | -4 | -3 | -13 | 9 | 3 | -16 |
| GASC-1 inh | 1 | -15 | 0 | -3 | -6 | -3 | 0 | -10 |
| Fh CTSL1 inh | 4 | 1 | -1 | -2 | 3 | -2 | 3 | 4 |
| proCasp7 act | 7 | -7 | 3 | 6 | -13 | 4 | 0 | -32 |
| HCV core dimer | 0 | 14 | 0 | -8 | -5 | -1 | -4 | 3 |
| Efflux pump inh | 0.1 | 0.1 | 0.0 | 0.0 | -0.1 | -1.4 | -0.1 | 0.1 |
| PP5 primary | 2.4 | 1.8 | -0.7 | 1.1 | -0.7 | 1.8 | 1.5 | 1.1 |
| TPT1 inh | 5 | 4 | -4 | -2 | 2 | -4 | -1 | 0 |
